LNCaP diff act: activators of LNCaP prostate cell differentiation, primary screen, flow cytometry side scatter; 4 d; side scatter shift, % at 10 µM; 24,000 tested, 0.56% active;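 active = side scatter shift above 30%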;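 note: androgen-responsive LNCaP prostate cancer cells in charcoal-stripped serum medium; percent of cells past a gate set so DMSO wells show 10% shift; higher shift means more granular cells and more differentiation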
VLA-4 antagonist: inhibitors of LDV-FITC binding to Mn2+-activated VLA-4, primary screen, Jurkat cells; 24,000 tested, 0.2% active; AID 529, 2006; inhibition, % at 10 µM (by protocol); Integrin alpha-4 (Homo sapiens), P13612; LDV-FITC binding with Mn2+, flow cytometry; 100% = Mn2+-driven binding gain fully reversed;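 active = inhibition above 50%; inconclusive = compound itself fluorescent, judged against control cell fluorescence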;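 note: 0% = Mn2+ stimulated cells lacking compound and 100% = ligand binding without Mn2+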
Target sequence (P13612 whole entry, looked up): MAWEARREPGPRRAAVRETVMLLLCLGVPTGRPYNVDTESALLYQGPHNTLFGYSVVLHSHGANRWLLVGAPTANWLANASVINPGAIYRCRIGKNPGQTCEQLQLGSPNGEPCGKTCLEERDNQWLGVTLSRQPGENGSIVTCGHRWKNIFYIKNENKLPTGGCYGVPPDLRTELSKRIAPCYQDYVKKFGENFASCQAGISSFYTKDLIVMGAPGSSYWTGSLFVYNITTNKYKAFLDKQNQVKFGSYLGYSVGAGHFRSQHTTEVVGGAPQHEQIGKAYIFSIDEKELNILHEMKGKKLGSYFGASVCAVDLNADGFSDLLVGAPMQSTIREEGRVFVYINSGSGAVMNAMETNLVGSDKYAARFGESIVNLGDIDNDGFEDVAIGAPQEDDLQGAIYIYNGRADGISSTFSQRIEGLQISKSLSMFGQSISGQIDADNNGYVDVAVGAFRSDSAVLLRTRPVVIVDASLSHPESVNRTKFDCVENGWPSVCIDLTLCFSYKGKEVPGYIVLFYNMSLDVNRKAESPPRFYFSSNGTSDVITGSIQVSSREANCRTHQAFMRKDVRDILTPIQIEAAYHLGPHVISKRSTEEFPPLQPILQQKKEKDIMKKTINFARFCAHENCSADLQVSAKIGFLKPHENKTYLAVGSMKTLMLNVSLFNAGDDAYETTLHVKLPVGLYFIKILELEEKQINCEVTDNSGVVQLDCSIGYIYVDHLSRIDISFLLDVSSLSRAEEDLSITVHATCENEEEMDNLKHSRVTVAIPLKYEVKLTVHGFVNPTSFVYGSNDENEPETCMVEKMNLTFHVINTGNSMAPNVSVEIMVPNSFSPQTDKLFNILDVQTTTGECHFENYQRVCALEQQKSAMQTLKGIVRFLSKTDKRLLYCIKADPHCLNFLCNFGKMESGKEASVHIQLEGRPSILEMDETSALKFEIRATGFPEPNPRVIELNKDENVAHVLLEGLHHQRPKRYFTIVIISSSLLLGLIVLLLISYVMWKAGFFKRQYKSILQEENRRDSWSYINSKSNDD
VLA-4 allo ag: enhancers of LDV-FITC binding to VLA-4 integrin, primary screen, Jurkat cells, flow cytometry; 24,000 tested, under 10 active; activation, % at 10 µM (by protocol); Integrin alpha-4 (Homo sapiens), P13612; AID 528, 2006;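 active = fluorescent ligand binding to cells raised by more than 40% of the manganese-induced maximum; inconclusive = compound's own fluorescence above 85% of the ligand control signal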;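 note: 0% = ligand binding without compound and 100% = manganese-stimulated maximal binding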
Jurkat autofluor: compound autofluorescence on Jurkat cells, primary screen, artefact control for VLA-4 allosteric ligand project, cell-based, flow cytometry | fluorescence ratio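 (tested at 10 µM compound in the well)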 | stronger effect = higher value; 1 = vehicle-only cell background | 24,000 tested, 0.61% active;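 active = fluorescence ratio above 2.44, which is 1 plus 3 SD of all ratios; inconclusive = signal too bright to measure linearly, ratio around 10 or more; inactive = fluorescence ratio below 2.44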;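 note: green fluorescence of cells measured with 488 nm excitation and 530 nm emission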
The depositor's hits bear a star; ? = inconclusive; / = not tested or not shown. A portion of the library; rates above refer to the full screens.

SMILES	LNCaP diff act	VLA-4 antagonist	VLA-4 allo ag	Jurkat autofluor
CC(C)N1C(=O)CCC1C(=O)NCc1ccccc1Cl (centres undefined)	1	1	2	1.1
COc1ccc(C(=O)Nc2nnc(-c3ccccc3)o2)cc1OC	8	-32	14	0.71
CN(C)c1ccc(C2N3CC4(C)CN2CC(C)(C3)C4O)cc1 (centres undefined)	5	1	6	0.98
C=CCn1cnc2c(c1=O)c1nc3ccccc3nc1n2-c1ccc(C)cc1	7	2	-6	0.97
CCOCCCn1c(=S)[nH]c2cc(C(=O)N3CCN(C)CC3)ccc2c1=O	2	-11	1	1
COc1ccc(C2NC(c3ccc(OC)c(OC)c3OC)C(C)C(=O)C2C)c(OC)c1OC (centres undefined)	12	-2	0	1
COCCN(CCOC)C(=O)CCn1c(=O)oc2ccccc21	6	-7	0	1
COC(=O)c1ccc(CSc2nnnn2Cc2ccccc2)cc1	3	-21	3	0.96
C=CCn1c(SCC(=O)NCCCC)nc2scc(-c3ccco3)c2c1=O	6	-20	-10	0.95
CN(CCCC(=O)Nc1ccncc1)S(=O)(=O)c1ccc(Cl)cc1	12	-14	-2	1.1
COc1cccc(NC(=O)N2CCN(c3ccc(C(F)(F)F)cn3)CC2)c1	8	7	-1	1
CCCNc1nc(N2CCOCC2)nc(N2CCOCC2)n1	6	-28	2	0.94
Cc1ccc(-c2nn(-c3ccccc3)cc2/C=C(\C#N)c2cccc(C#N)c2)o1	14	-12	-1	1.1
O=C(NCc1ccco1)Nc1cccs1	8	-6	-1	1.1
COc1ccc(NC(=O)C(C)Oc2ccc(/C(C)=N\O)cc2)cc1 (centres undefined)	5	-16	7	1
CC1(C)CC(=O)c2cc(OCC(=O)O)ccc2O1	1	7	-1	1
O=C(C1CCN(S(=O)(=O)c2cccc3cccnc23)CC1)N1CCN(c2ccccn2)CC1	4	9	4	1
Cc1cc(C(=O)Nc2c(C)nn(Cc3c(Cl)cccc3Cl)c2C)no1	5	-17	-1	1.1
CCOc1ccc2nc(N3CCCC(C(=O)NCCCN4CCOCC4)C3)sc2c1 (centres undefined)	10	10	-8	0.99
N#CCCn1cc(C(CC(=O)c2ccc(Br)cc2)C(=O)O)c2ccccc21 (centres undefined)	3	-6	-13	1.1
COc1ccc(N2CCN(C(=O)C(OC(C)=O)c3ccccc3)CC2)cc1 (centres undefined)	6	-12	-6	1.1
O=C(NCc1ccc2c(c1)OCO2)c1ccccn1	13	-4	-6	1.1
COc1ccc(CN(CC(=O)NCc2ccco2)C(=O)CCC(=O)Nc2nccs2)cc1	9	-32	8	1
CCOc1ccc(OCC)c2sc(C)nc12	19	-18	4	1.1
O=C(Cn1cnc2c(oc3ccccc32)c1=O)c1ccccc1	5	2	-3	1.2
CC(=O)NCC(=O)OC(C)C(=O)Nc1ccc(C(C)=O)cc1 (centres undefined)	9	-24	3	1.1
CCN1CCCC1CNC(=O)Cn1cnc2sc(C)c(S(=O)(=O)N3CCC(C)CC3)c2c1=O (centres undefined)	7	-4	5	0.96
Cn1c(=O)cc(SCC(=O)NCC2COc3ccccc3O2)c2ccccc21 (centres undefined)	7	?	?	1.1
CC(=O)Oc1ccc(/C=c2\sc3ncnn3c2=O)cc1	0	-8	-3	1.1
Cc1cccc2cc(CN(Cc3nnnn3Cc3ccccc3)C3CCCC3)c(=O)[nH]c12	7	7	-2	1.1
CSc1nc2c(c(=O)n1-c1ccc(C)cc1)SCC2	4	2	-5	1
COc1ccccc1-c1cc(C(F)(F)F)nc(S(=O)(=O)CCCC(=O)NC(C)C)n1	17	?	?	1.1
CCSc1nnc(-c2ccc(OC)cc2)o1	12	-19	1	0.76
Cc1ccc(N(CC(=O)NCC2CCCO2)S(C)(=O)=O)cc1Cl (centres undefined)	5	-8	-4	0.96
COC(=O)c1cc2sc(Cl)cc2n1CC(=O)Nc1ccc(OC)c(OC)c1OC	4	-33	-2	1.1
Cc1nnc(NC(=O)CCC(=O)N2CCC(C)CC2)s1	6	-7	0	1
O=C(O)C1CCC(=O)N1C1CCCC1 (centres undefined)	1	8	-1	1
COCCOC(=O)C1=C(C)Nc2ncnn2C1c1ccc(F)cc1 (centres undefined)	3	-16	0	1
CCOC(=O)c1cccc(NC(=O)CSc2nnc(-c3ccoc3C)n2CCOC)c1	3	8	-10	1
Cc1ccc(N(C(C)C(=O)Nc2ccc(S(=O)(=O)N3CCOCC3)cc2)S(C)(=O)=O)cc1 (centres undefined)	15	2	5	1.1
COc1ccc(NC(=O)N(CCC(C)C)C(C)c2ccccn2)c(OC)c1 (centres undefined)	14	6	2	1
CCOC(=O)CNC(=O)CSc1nnc(Cn2c(=O)sc3ccccc32)n1-c1ccccc1C	4	-10	3	1
CC(=O)N(CC(=O)Nc1nn(-c2ccccc2)nc1C(N)=O)Cc1ccccc1	4	-7	2	1.1
CC1CCN(S(=O)(=O)c2ccc(NC(=O)CSc3nnnn3C)cc2)CC1	5	0	-3	0.97
O=C(c1ccco1)N1CCN(C(=O)c2ccc(COc3ccc(F)cc3)o2)CC1	20	1	0	1.1
O=C(O)CC(CNS(=O)(=O)c1ccccc1)c1ccccc1 (centres undefined)	9	5	5	1
O=C(c1cc(C2CC2)on1)N1CCOCC1	5	10	1	1
CCN(CC)CCOc1cccc(C(C)C)c1	1	-26	6	1
COc1ccc(Cl)cc1NC(=O)c1ocnc1C	0	6	-4	1.1
CCN(Cc1ccccc1)C(=O)CC1Oc2ccccc2NC1=O (centres undefined)	13	?	?	0.93
O=C1c2cccc3cccc(c23)C(=O)N1c1cccnc1	4	6	-18	1
CCn1cc(C(C)(C)C)c(C#N)c1NC(C)=O	9	?	3	1.2
C=CCn1c(N)c(C(=O)Nc2ccccc2OC)sc1=S	6	19	2	0.98
CCOC(=O)Cn1cnc2c(nnn2-c2ccc(C)cc2)c1=O	12	5	3	1
CCn1cc(SCC(=O)NCC2CCCO2)c2ccccc21 (centres undefined)	3	-3	-2	1.1
CCOCCCN1C(=O)CN(C2CCCCC2)C(=O)C1c1ccc(OC)c(OC)c1 (centres undefined)	6	-1	6	1
CCSCCNC(=O)c1cc(-n2cnnc2)ccc1Cl	4	-16	2	0.97
CCOc1ccc(NC(=O)C(C)Sc2nnc(C)n2C)cc1 (centres undefined)	4	3	0	1.1
Cc1ccc(Cn2c(SCC(N)=O)nc3c2c(=O)n(C)c(=O)n3C)cc1	12	-2	0	1.1
Cc1ccc(CCNC(=O)CN2CCN(Cc3ccccc3F)C2=O)cc1	4	-7	-1	1

Sorted by molar mass (ascending): three of the compounds above
SMILES	LNCaP diff act	VLA-4 antagonist	VLA-4 allo ag	Jurkat autofluor
O=C(c1cc(C2CC2)on1)N1CCOCC1	5	10	1	1
N#CCCn1cc(C(CC(=O)c2ccc(Br)cc2)C(=O)O)c2ccccc21 (centres undefined)	3	-6	-13	1.1
COc1ccc(C2NC(c3ccc(OC)c(OC)c3OC)C(C)C(=O)C2C)c(OC)c1OC (centres undefined)	12	-2	0	1

Next results:
SMILES	LNCaP diff act	VLA-4 antagonist	VLA-4 allo ag	Jurkat autofluor
Cn1ccnc1Sc1nnnn1-c1ccccc1	10	-6	1	0.88
CCCCOC(=O)C1=C(C)Nc2ncnn2C1c1ccc(OC)c(OC)c1OC (centres undefined)	5	-12	-7	1
COc1cc2[nH]c3c(N4CCN(c5ccccn5)CC4)ncnc3c2cc1OC	/	?	?	1.4
COc1ccccc1-c1nc2n(n1)C(c1ccccc1Cl)C(C(N)=O)=C(C)N2 (centres undefined)	3	-22	-5	1.1
O=C1CCCCCC1C1(O)C(=O)Nc2ccccc21 (centres undefined)	1	-8	-2	1.1
CCCOc1c(OC)cccc1C1CC(=O)Nc2cc(OC)c(OC)c(OC)c21 (centres undefined)	6	4	4	1
CC1(C)CC(=O)C2=C(C1)N(c1ccccc1)C(N)=C(C#N)C2c1cccnc1 (centres undefined)	16	?	?	1.1
O=C(NCc1cccnc1)C1CCN(S(=O)(=O)N2CCC3(CC2)OCCO3)CC1	4	20	1	0.87
CCOC(=O)C1CCCN(C(=O)Cn2ncc3c(=O)oc4ccc(C)cc4c32)C1 (centres undefined)	5	?	?	0.99
CSc1nsc(SC)c1NC(=O)N1CCCC1	5	-2	1	1
COc1ccc(C2C(C(=O)N3CC(C)CC(C)C3)c3ccccc3C(=O)N2C)cc1 (centres undefined)	3	13	-2	1
CCC1CCCCN1CCCNC(=O)C1CCN(S(=O)(=O)N2CCCCC2)CC1 (centres undefined)	5	9	5	1
CCSc1nnc(NC(=O)CSc2nccn2-c2cccc(C)c2)s1	8	14	-1	1.2
CCOC(=O)N1CCC(N2Cc3cccc(C(=O)O)c3C2=O)CC1	1	6	1	0.87
CC(C)N1C(=O)CCC1C(=O)NCCc1ccccc1 (centres undefined)	7	4	-4	0.98
COc1ccccc1CN(Cc1nc2ccccc2c(=O)[nH]1)C(=O)Nc1ccccc1	22	-22	-9	1
CC1Cc2ccccc2N1C(=O)CCS(=O)(=O)c1cccc2nonc12 (centres undefined)	8	4	2	0.96
CCOc1ccc(NC2CCN(C(C)=O)CC2)cc1	4	17	3	1.1
O=C(O)CCc1ccc(-c2ccc(Br)cc2)o1	12	-1	4	1.1
CCCCC(CC)Cn1c2nc3ccccc3nc2c2c(=N)oc(C)nc21 (centres undefined)	7	6	2	1.4

Two entries from above, as a markdown table.
| smiles | LNCaP diff act | VLA-4 antagonist | VLA-4 allo ag | Jurkat autofluor |
| --- | --- | --- | --- | --- |
| CCOC(=O)N1CCC(N2Cc3cccc(C(=O)O)c3C2=O)CC1 | 1 | 6 | 1 | 0.87 |
| CC(C)N1C(=O)CCC1C(=O)NCCc1ccccc1 (centres undefined) | 7 | 4 | -4 | 0.98 |

Profiles from above. Order of values: LNCaP diff act | VLA-4 antagonist | VLA-4 allo ag | Jurkat autofluor
Listed for `O=C(O)CCc1ccc(-c2ccc(Br)cc2)o1` : 12 | -1 | 4 | 1.1
Listed for `CC1(C)CC(=O)C2=C(C1)N(c1ccccc1)C(N)=C(C#N)C2c1cccnc1` (centres undefined) : 16 | ? | ? | 1.1

The list goes on:
SMILES	LNCaP diff act	VLA-4 antagonist	VLA-4 allo ag	Jurkat autofluor
CN1C(=O)CSc2ccc(NC(=O)NCCC3=CCCCC3)cc21	8	-7	0	1.1
O=C(Cn1c2c(c(-c3ccccc3)cc1=O)CCCC2)N1CCCCCC1	10	5	-8	1.1
CCOC(=O)N1CCN(S(=O)(=O)c2cccc3nsnc23)CC1	15	-36	12	0.97
Cc1cccc(N2CCN(C(=O)Cn3cccc3)CC2)c1C	4	5	-1	1.1
O=S(=O)(NCc1ccccc1)c1cnc[nH]1	10	12	6	1
O=S(=O)(NCC(c1cccnc1)N1CCN(c2ccccc2)CC1)c1cccs1 (centres undefined)	4	?	?	1.8
Cc1ccc(-c2nc3ncccn3c2NC(=O)C2CC2)cc1	8	28	0	1.1
CCN1CCN(c2ncc(C(=O)N3CCCc4ccccc43)c3ccccc23)CC1	12	6	-1	1
O=C(NCCN1CCOCC1)c1cc(-c2ccc(Cl)cc2)on1	4	2	2	1
COc1ccc(N2CCN(C(c3cccs3)C(C)NC(=O)c3ccco3)CC2)cc1 (centres undefined)	6	-10	-2	1
O=C(C1CCC1)N1CCc2cc(S(=O)(=O)N3CCc4ccccc4C3)ccc21	6	-1	-6	1.1
CCOc1ccc(CCNC(=O)c2cc3sccc3n2C)cc1OCC	8	-1	-7	1.1
COc1ccc(-c2nc3c(c(=O)n(C)c(=O)n3C)n2CC2CC(c3ccccc3)=NO2)cc1OC (centres undefined)	3	-2	0	1.2
Cc1nc2sc(C(c3ccc(Cl)cc3)N3CCN(C(=O)c4ccco4)CC3)c(O)n2n1 (centres undefined)	10	?	?	1.1

Some of the entries so far, with values under each structure:
Fields – LNCaP diff act, VLA-4 antagonist, VLA-4 allo ag, Jurkat autofluor
> O=C(C1CCC1)N1CCc2cc(S(=O)(=O)N3CCc4ccccc4C3)ccc21
 : 6, -1, -6, 1.1
> COc1ccc(-c2nc3c(c(=O)n(C)c(=O)n3C)n2CC2CC(c3ccccc3)=NO2)cc1OC (centres undefined)
 : 3, -2, 0, 1.2
> Cc1nc2sc(C(c3ccc(Cl)cc3)N3CCN(C(=O)c4ccco4)CC3)c(O)n2n1 (centres undefined)
 : 10, ?, ?, 1.1
> O=C(Cn1c2c(c(-c3ccccc3)cc1=O)CCCC2)N1CCCCCC1
 : 10, 5, -8, 1.1
> CCOC(=O)N1CCN(S(=O)(=O)c2cccc3nsnc23)CC1
 : 15, -36, 12, 0.97
> CN1C(=O)CSc2ccc(NC(=O)NCCC3=CCCCC3)cc21
 : 8, -7, 0, 1.1
